Screens from PubChem.
LMNA splice mod = changes lamin A minigene splicing in HeLa cells. HeLa LMNA splicing GFP/RFP minigene ratio, 48 h. Potency, µM (top dose mostly 46.1 µM), for inactives: top-dose ratio change, negative = inhibition, actives largely listed as inhibitors. hit rate 0.01% among 200,000. AID 1487; active = well fitted inhibition curve with a large enough effect in the signal ratio, with a control signal flat, not every such curve was filed as active; inconclusive = small, poorly fitted or top-dose-only effect, or effect the other way, or a change in a side signal; the % refers to the signal ratio; also: potency is read from the fitted curve at half-maximal effect; % is scaled to controls: 0 for no effect and ±100 for the full control effect
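S3 HeLa stable clones carrying a lamin A-EGFP splicing minigene plus DsRed2 were seeded at 600 cells/well in Opti-MEM with 2% FBS, pin-dosed and incubated 48 h at 37°C. Acumen cytometry (488 nm) gave the GFP/RFP total-intensity ratio.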
HttQ103 aggreg = mutant huntingtin aggregation inhibition. PC12 HttQ103-GFP aggregates, Acumen cytometry, 40 h. Potency, µM (highest dose often 46.1 µM), without a hit: top-dose activity change, negative = inhibition, hits mostly inhibitors. hit rate 1.1% among 220,000; also: potency is read from the fitted curve at half-maximal effect; % is scaled to controls: 0 for no effect and ±100 for the full control effect; nearly all actives have a fitted effect of over 60% in size
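Aggregates are detected as GFP objects 1–25 µm with signal 6 STDEV over background in lysates of induced PC12 cells. These carry Huntingtin exon 1 with 103 glutamines fused to GFP under an ecdysone promoter; compounds titrated.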
GAA glycogen mod = GAA glycogen-cleavage inhibition or activation; hit rate 0.38% among 300,000; P10253; AID 2100; recombinant GAA, glycogen substrate, Amplex Red glucose oxidase fluorescence; Potency, µM (top dose mostly 76.4 µM), without a hit: at the highest dose activity change, negative = inhibition, actives largely listed as inhibitors;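 also: potency is read from the fitted curve at half-maximal effect; 0% = full enzyme reaction and -100% = no-enzyme basal signal; the screen sought inhibitors and activators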
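Recombinant human enzyme (4 nM); glycogen substrate; 37 C, 40 min, pH 5.0. Readout: coupled glucose oxidase/Amplex Red fluorescence.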
CBFb-RUNX1 inh = blocks binding between human CBF-beta and RUNX1 | Potency, µM (series often up to 59.8 µM), for the others: at the highest dose activity, negative = inhibition, actives largely listed as inhibitors | AlphaScreen CBFb-His/RUNX1-biotin binding, biochemical | 230,000 tested, under 10 active; also: % of control where 0% means no effect
Target sequence (Q01196 whole entry, looked up): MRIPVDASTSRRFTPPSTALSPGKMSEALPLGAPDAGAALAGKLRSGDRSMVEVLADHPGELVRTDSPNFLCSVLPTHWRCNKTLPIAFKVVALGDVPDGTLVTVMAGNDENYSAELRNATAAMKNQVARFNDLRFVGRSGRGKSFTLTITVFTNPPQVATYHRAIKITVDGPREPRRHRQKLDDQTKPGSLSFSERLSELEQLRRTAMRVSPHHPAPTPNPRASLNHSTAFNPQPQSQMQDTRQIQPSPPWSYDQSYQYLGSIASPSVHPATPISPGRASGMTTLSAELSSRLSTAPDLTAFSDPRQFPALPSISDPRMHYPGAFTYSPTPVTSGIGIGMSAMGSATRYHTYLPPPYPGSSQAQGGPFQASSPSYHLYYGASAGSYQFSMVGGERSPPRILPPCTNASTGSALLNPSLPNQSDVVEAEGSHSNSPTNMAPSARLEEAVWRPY
Target sequence (Q13951 whole entry, looked up): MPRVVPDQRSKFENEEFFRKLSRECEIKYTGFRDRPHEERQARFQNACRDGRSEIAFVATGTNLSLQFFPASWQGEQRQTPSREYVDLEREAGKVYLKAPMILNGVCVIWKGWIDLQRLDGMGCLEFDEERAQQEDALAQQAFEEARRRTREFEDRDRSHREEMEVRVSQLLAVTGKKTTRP
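Inhibition was taken as any reduction in AlphaScreen signal from the CBF-beta–RUNX1 pair (His and biotin tags, 30 nM each), measured after compound (15 min) and bead (90 min) incubations at room temperature.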
GAA spleen mod = lysosomal alpha-glucosidase (human) modulation; P10253; human spleen homogenate, 4-MU-alpha-glucoside fluorescence; Potency, µM (titrated, usually from 79.9 µM), without a hit: top-dose activity change, negative = inhibition, actives largely listed as inhibitors; hit rate 0.006% among 240,000;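 also: potency is read from the fitted curve at half-maximal effect; 0% = enzyme with vehicle and -100% = no enzyme basal signal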
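Enzyme source: human spleen homogenate, 1 ug/well. Buffer 50 mM citric acid/K phosphate pH 5.0, 0.01% Tween-20. 4-MU-alpha-glucoside 1 mM; 37 C x 40 min; NaOH/glycine stop; fluorescence.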
HTT cytoprotect = Huntington cell model cytoprotection by ATP luminescence. hit rate 0.14% among 230,000. Potency, µM (titrated, usually from 56.4 µM), inactives show cytoprotection (ATP increase), actives largely listed as activators. PC12 HTT-Q103 induced, cytoprotection, ATP luminescence, 40 h;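 also: potency is read from the fitted curve at half-maximal effect; % of control where 0% means no effect; nearly all actives have a fitted effect of over 45% in size; toxic huntingtin expression switched on by the ecdysone agonist tebufenozide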
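Readout: ATPlite luminescence (ATP level). Model: stable PC12, inducible Htt exon1 Q103-GFP. Inducer: tebufenozide, 100 nM final. Compounds: dose series. No G418 in medium.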
GAA inh = inhibitors of human lysosomal alpha-glucosidase. P10253. purified human GAA, 4-MU-alpha-glucoside fluorescence. Potency, µM (doses to about 76.9 µM), inactives show at the highest dose activity change, negative = inhibition, most hits filed as inhibitors. hit rate 0.005% among 200,000;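 also: potency is read from the fitted curve at half-maximal effect; plate controls were uninhibited enzyme wells for no effect and no-enzyme background for full effect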
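qHTS format, compound range up to 77 uM. Human lysosomal enzyme at 4 nM, 400 uM 4-MU glucoside substrate, pH 5.0, 20 min room temperature; fluorescence after alkaline stop gives activity normalized to controls.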
* = called active by the depositor; ? = inconclusive; . = not tested or not shown; & = joins results of further samples; [ ] = dose if it differs, or a comment. Unless noted, calls follow the shape of the dose curve; as a rule, active = well fitted curve in the direction sought with a large enough effect; inconclusive = small, poorly fitted or top-dose-only effect, or another doubt; inactive = no such curve, though single readings can be large; an effect the other way counts as inactive or inconclusive. Random draw from the library (roughly 1.5% active in at least one column).

SMILES	LMNA splice mod	HttQ103 aggreg	GAA glycogen mod	CBFb-RUNX1 inh	GAA spleen mod	HTT cytoprotect	GAA inh
O=C(COC(=O)c1ccccc1NC(=O)c1ccco1)Nc1ccc2c(c1)OCO2	1%	-7%	1%	5%	2%	-40%[inhibitor][10 µM]	-5%
CCCC1(C(=O)OCC)NC(c2ccc(N(C)C)cc2)C2C(=O)N(c3ccc(F)cc3)C(=O)C21 (stereo not drawn)	1%	?	-9%	-2%	-2%	-14%[10 µM]	?
Cc1ccc2nc(COc3ccc(Cl)cc3)cc(=O)n2c1	.	-5%	7%	-10%	.	-41%[inhibitor]	2%
COc1cc(C(=O)N/N=C/c2sccc2C)cc(OC)c1OC	?	10%	8%	7%	-1%	-81%[inhibitor][10 µM]	10%
CCOC(=O)N(CC)OC(=O)Nc1ccc(Cl)cc1	-1%	-15%	-5%	2%	-2%	12%	3%
Cc1ncc(C[n+]2csc(CCOP(=O)(O)OP(=O)(O)O)c2C)c(N)n1	?	-2%	.	0%	0%	?	.
Cc1ccc(S(=O)(=O)N2CCOCC2)cc1C(=O)Nc1ccc(S(=O)(=O)Nc2nccs2)cc1	0%[46 µM]	32%	-3%	-4%	-2%	9%	8%
Cc1ccccc1OCC(O)CN1CCN(C)CC1 (stereo not drawn)	?	19%	3%	-1%	-3%	-30%	10%
COc1ccc(Cn2c(O)c(C=Nc3ccc(C)cc3)c3ccccc3c2=O)cc1	?	15%	0%	0%	10%	?	2%
CCOC(=O)Cc1csc(NC(=O)Nc2ccc(OC(F)(F)F)cc2)n1	.	3%[9.22 µM]	-1%	2%	-9%	-12%[10 µM]	1%[15.4 µM]
c1ccc2c(c1)OCC(c1csc3ncnc(N4CCCC4)c13)O2 (stereo not drawn)	?	18µM*	-5%	2%	-5%	-9%	-2%
Cc1cccc(N(C(=O)Cn2nnc(-c3ccc(F)cc3)n2)C(C(=O)NC(C)(C)C)c2ccncc2)c1 (stereo not drawn)	?	.	-13%	0%	5%	.	13%
Cc1ccc2nc(SCC(=O)c3c(C)[nH]c4ccccc34)[nH]c2c1	?	14%	-22%	-10%	-17%	6%[0.074 µM]	10%
O=C(CSc1nnc(CN2CCOCC2)n1-c1ccc(Cl)cc1)Nc1ccc2c(c1)OCO2	11%	10%	-3%	1%	-5%	-7%	0%
Cc1cc(CNC(=O)c2ccc(C)c([N+](=O)[O-])c2)c2ccccc2n1	?	-2%	5%	-4%	1%	-52%[inhibitor]	5%
CCOc1cc(NC(=S)NCC2CCCO2)c(OCC)cc1NC(=O)C1CC1 (stereo not drawn)	-12%[46 µM]	-3%[9.22 µM]	-27%	6%	-6%	-2%[10 µM]	?
CN(C)c1ccc(NS(=O)(=O)c2ccc(Cl)cc2)cc1	-13%	20%	-4%	-7%	0%	8%[1.9 µM]	0%
Nc1nc(OCC2CCCCC2)c2[nH]cnc2n1	.	.	-2%[76.3 µM]	7%	2%	.	.
O=C(/C=C/Nc1ccc(S(=O)(=O)Nc2cnc3ccccc3n2)cc1)c1cccnc1	.	-18%[9.22 µM]	1%	7%	2%	-20%[10 µM]	.
CC(C)C(c1nnnn1Cc1ccco1)N1CCN(C2CCCC2)CC1 (stereo not drawn)	2%	15%[9.22 µM]	10%	0%	1%	0%[10 µM]	-10%
CCOC(=O)N1CCN(c2c(NCc3ccccc3OC)c(=O)c2=O)CC1	-12%	2%	7%	0%	-4%	-7%	-14%
COc1cccc(NC(=O)Nc2ccccc2C(N)=O)c1	-4%[46 µM]	1%	-8%	19%	8%	.	-1%
CC1C(c2ccccc2)=[N+]([O-])C2(CCCC2)N1O (stereo not drawn)	5%	-4%	?	3%	-7%	12%	-2%
Fc1ccccc1Cc1noc(CN2CCN(Cc3ccc4c(c3)OCO4)CC2)n1	.	14%	-3%	0%	-2%	-42%[inhibitor]	-1%
O=C(Cn1c(-c2ccccn2)nc2ccccc21)N/N=C/c1ccccn1	13%[9.22 µM]	-25%	4%	-16%	9%	-28%	-10%
O=C(NN1CCCCC1)c1cccc(COc2ccc(Cl)cc2)c1	?	11%	10%	0%	-9%	.	10%
COc1ccc(-n2c(SCC(=O)NCc3ccco3)nnc2-c2c[nH]c3ccccc23)cc1	-14%	15%	-3%	-9%	-3%	-8%[10 µM]	-2%
Cc1ccc(-c2csc(NC(=O)CCNC(=O)c3ccc(Cl)cc3)n2)cc1	-4%[46 µM]	14%	-5%	-1%	-14%	-54%[inhibitor]	-8%
COC(=O)CN(c1ccc(OC)cc1OC)S(=O)(=O)c1ccccc1[N+](=O)[O-]	13%[46 µM]	29%[9.22 µM]	7%	4%	0%	?	10%
c1cncc(CNc2nc(-c3cccnc3)nc3ccccc23)c1	-15%	.	3%	.	9%	-47%[inhibitor]	.
CN(C(=O)COC(=O)c1cc(NS(=O)(=O)c2cc([N+](=O)[O-])ccc2Cl)ccc1O)C1CCCCC1	?	-8%	7%	7%	-3%	-8%[10 µM]	-1%
Cc1ccc([N+](=O)[O-])cc1NC(=S)NC(=O)c1cccs1	-8%	-4%	15%	7%	2%	-6%[10 µM]	-2%
O=C(CCN1C(=O)c2ccccc2C1=O)N1CCN(C2c3ccccc3-c3ccccc32)CC1	-4%	-27%	6%	6%	2%	13%[10 µM]	?
COc1cc2oc(-c3ccccc3)cc(=O)c2cc1O	.	.	.	16%[21.7 µM]	-3%	-44%[1.9 µM]	.
OCCN(Cc1ccccc1)Cc1cccc(C(F)(F)F)c1	9%	0%	1%	4%	-5%	-12%[0.074 µM]	-2%
O=C1C(C=NCc2ccncc2)=C(O)c2ccccc21	0%	1%	-4%	1%	-6%	-11%	-2%
COc1ccccc1NC(=O)Nc1ccc(-n2ccc(C(F)(F)F)n2)cc1	.	-5%[9.22 µM]	4%	-4%	-1%	7%[10 µM]	-1%[15.4 µM]
CC1NC(=O)NC1CCCCCC(=O)Nc1ccc(F)cc1 (stereo not drawn)	?	9%	-2%	.	4%	20%	0%
CCC(C)NC(=O)[C@H](CSCc1ccccc1)N1Cc2ccccc2C1=O (stereo partly drawn)	4%	3%	-4%	10%[2.36 µM]	-1%	.	0%
O=C(O)Cc1ccc(-c2ccccc2-c2ccccc2)cc1	-1%	-2%	6%	7%	-8%	-4%[1.9 µM]	0%
O=C(O)C(=O)/C(=C\c1cccc(Cl)c1)c1ccc2ccccc2n1	?	-2%	.	7%	2%	-25%	?
CCOCCCNC(=O)C(c1ccc(OC)cc1)N(Cc1cccs1)C(=O)c1ccccc1O (stereo not drawn)	.	17%	5%	5%	2%	-13%	1%
CCc1nc2ccccc2c(C(=O)OCC(=O)NCc2ccc3c(c2)OCO3)c1C	?	13%	-5%	2%	-7%	.	-3%
O=c1c2c(-c3cccs3)csc2ncn1-c1ccc(Br)cc1	15%	9%	-2%	9%	-4%	-2%	6%
O=c1[nH]nc(-c2cccs2)c2ccccc12	-14%[46 µM]	-4%	5%	-5%	5%	-48%[inhibitor]	?
Cn1ncc2c(Nc3ccc(Br)cc3)nc(Nc3ccc(Br)cc3)nc21	.	-6%[9.22 µM]	11%	2%	0%	6%[10 µM]	-4%
O=C(c1ccc(S(=O)(=O)Cc2ccccc2F)c([N+](=O)[O-])c1)N1CCCC1	.	?	7%	11%	-4%	-1%	-2%
CC1CCN(C(=O)COc2ncnc3ccccc23)CC1	2%[46 µM]	19%	6%	7%	2%	-41%[10 µM]	10%
CCOc1ccc(S(=O)(=O)Nc2ccc3c(c2)c2c(n3S(=O)(=O)c3ccc(OCC)cc3)CCCC2=O)cc1	?	16%	2%	0%	-10%	3%[10 µM]	-10%
COc1cccc(C(=O)NN/C(C)=C/C(=O)C(F)(F)C(F)(F)C(F)(F)F)c1	?	?	-10%	-10%	3%	-29%[10 µM]	-2%

(more compounds)
SMILES	LMNA splice mod	HttQ103 aggreg	GAA glycogen mod	CBFb-RUNX1 inh	GAA spleen mod	HTT cytoprotect	GAA inh
Cc1ccccc1N1C(=O)c2sc3nc4c(c(=O)n3c2C1=O)CCC4	-2%	-4%	2%	1%	-6%	28%	0%
C[C@@H](C(=O)NCc1ccccc1)[C@@H]1C[C@@]1(C)[C@@H](NC(=O)OCc1ccccc1)c1ccccc1	?	-8%	-2%	-1%[2.36 µM]	-1%&-7%	-4%	6%
Cc1ccc(C(=O)NNc2nc3ccccc3nc2C(F)(F)F)cc1	8%	-8%	16µM*	-4%	-9%	2%	-3%
O=C(CCCO)N/N=C/c1ccccc1[N+](=O)[O-]	-3%	11%	5%	-2%	-2%	.	-2%
O=S(=O)(NCc1cccnc1)c1ccc(Cl)nc1	-1%	8%	5%	-3%	-18%	-7%	1%
c1ccc(OCc2nc(-c3cccs3)no2)cc1	16%	-2%	-1%	14%	-14%	-2%[10 µM]	-1%
CCOC(=O)c1ccc2nc(C)c3c(c2c1)OC(C)C3 (stereo not drawn)	8%	3%	0%	8%	-2%	-5%	-4%
CC1=C(C(=O)OC(C)C)C(c2cn(-c3ccccc3)nc2-c2cccs2)NC(=O)N1 (stereo not drawn)	-2%	-3%	9%	?	3%	.	?
CCN(CC)S(=O)(=O)c1cc(NC(=O)c2n[nH]c(=O)c3ccccc23)ccc1C	.	-2%	-1%	2%	-5%	-44%[inhibitor]	-3%
O=C(CCC(=O)c1ccc(Oc2ccccc2)cc1)Nc1cccc(Cl)c1Cl	?	-1%	5%	?	-2%	19%[10 µM]	-6%
O=C(Cc1cccc2ccccc12)N1CCN(c2ncccn2)CC1	.	16%	6%	5%	-12%	-48%[inhibitor]	-5%
C/C(=N/Nc1nc(-c2ccc(Cl)cc2)cs1)c1cccs1	-10%	13%	-19%	-6%	4%	-10%	-7%
CCCCOc1ccc(CSCCN)cc1Cl	.	11%[9.22 µM]	0%	5%	2%	1%[10 µM]	.
CN(C)S(=O)(=O)c1ccc(NC(=O)c2cc(-c3cccs3)nc3ccccc23)cc1	-15%	17%	8%	-3%	-5%	4%[10 µM]	5%

Another view of part of the listing above:
mol | LMNA splice mod | HttQ103 aggreg | GAA glycogen mod | CBFb-RUNX1 inh | GAA spleen mod | HTT cytoprotect | GAA inh
C/C(=N/Nc1nc(-c2ccc(Cl)cc2)cs1)c1cccs1 | -10% | 13% | -19% | -6% | 4% | -10% | -7%
CCCCOc1ccc(CSCCN)cc1Cl | . | 11%[9.22 µM] | 0% | 5% | 2% | 1%[10 µM] | .
CN(C)S(=O)(=O)c1ccc(NC(=O)c2cc(-c3cccs3)nc3ccccc23)cc1 | -15% | 17% | 8% | -3% | -5% | 4%[10 µM] | 5%
